From PubChem
mcGAS inh – blocks mouse cGAS activity; Q8C6L5; recombinant cGAS, Kinase-Glo ATP depletion luminescence; inhibition, % at 12.5 µM; 160,000 tested, 0.15% active; AID 1259399;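 note: 0% = negative control wells and 100% = reference inhibitor with no enzyme activity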
NPYLR7 agonist – activates Aedes aegypti NPYLR7 receptor. HEK293T NPYLR7/Galpha15, GCaMP6s calcium fluorescence. activation, % at 10 µM. 270,000 tested, 0.15% active. AID 1259423; in the data active = activation above about 40%;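 note: 0% = vehicle and 100% = reference agonist at the receptor; some compounds past the cut are filed as inactive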
hcGAS lum – blocks human cGAS activity | Q8N884 | recombinant h-cGAS, ATP depletion, Kinase-Glo luminescence | inhibition, % at 12.5 µM | 290,000 tested, 0.081% active | AID 1259398;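 note: 0% = vehicle reaction and 100% = reaction without DNA for no activity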
Target sequence (Q8N884 whole entry, looked up): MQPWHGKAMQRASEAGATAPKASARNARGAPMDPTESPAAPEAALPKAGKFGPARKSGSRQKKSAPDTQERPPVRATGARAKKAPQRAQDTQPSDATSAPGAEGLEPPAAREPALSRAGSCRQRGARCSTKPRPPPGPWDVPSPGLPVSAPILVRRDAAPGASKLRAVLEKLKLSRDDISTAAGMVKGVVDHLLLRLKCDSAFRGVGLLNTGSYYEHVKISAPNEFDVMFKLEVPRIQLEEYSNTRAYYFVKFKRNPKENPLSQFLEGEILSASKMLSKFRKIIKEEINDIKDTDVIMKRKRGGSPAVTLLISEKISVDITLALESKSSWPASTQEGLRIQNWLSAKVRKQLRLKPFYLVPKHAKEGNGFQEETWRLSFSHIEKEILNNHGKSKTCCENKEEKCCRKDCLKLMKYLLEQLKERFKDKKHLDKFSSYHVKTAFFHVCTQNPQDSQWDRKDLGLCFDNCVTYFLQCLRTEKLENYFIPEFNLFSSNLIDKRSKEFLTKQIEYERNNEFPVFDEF
Active calls of the source: *; / = not tested or not shown; & = joins results of further samples. Cut-off read from the data, not from the text of the source, unless noted: active = inhibition above about 40%; inactive = the rest.

cpd	mol	mcGAS inh	NPYLR7 agonist	hcGAS lum
1	COCCn1c(=NC(=O)C2=COCCO2)sc2cc(C)ccc21	/	1	-6
2	O=S1(=O)CCN2C=Nc3sc4c(c3C2=N1)CCCC4	/	0	-3
3	COc1ccc(CCC2CCCN(C(=O)CCNS(C)(=O)=O)C2)cc1 (stereo unspecified)	-13	8	-4
4	CC1CN(C)c2ccccc2CN1C(=O)NCCc1ccccn1 (stereo unspecified)	/	3	-6
5	CN(C(=O)c1cc(-c2ccccc2)n[nH]1)C1CCCC1	-13	0	-2
6	CCN(CC)Cc1ccc(C(=O)NCc2cccnc2N2CCOCC2)o1	/	5	-9
7	CCc1c(C)nn(-c2ccc(C(=O)N[C@@H](C)[C@H](O)c3ccccc3)cc2)c1C	1	-3	0
8	CN(C)C1CCN(C(=O)CC2c3ccccc3CCc3ccccc32)C1 (stereo unspecified)	/	6	-5
9	NC1CCCN(Cc2ccccn2)C1 (stereo unspecified)	-12	7	2
10	CN1C[C@H](NC(=O)c2cn3cc(Cl)ccc3n2)C[C@H]1CO	-1	-5	0
11	CC(=O)OCC(=O)NCCCOc1cccc(CN2CCCCC2)c1	/	-3&2&-1	0&-3&-5
12	OCCC1CN(Cc2cccc3c2OCO3)CCN1Cc1ccccc1F (stereo unspecified)	/	-6	-7
13	O=C(c1cc(-c2ccccc2)nn1-c1ccccc1)N1CCN(Cc2ccccc2)CC1	-2	/	2
14	CCN(CC)C(=O)Oc1ccc2c(ccn2Cc2cc(C)cc(C)c2)c1NC(=O)C12CC[C@@](C)(C(=O)O1)C2(C)C	-5	-1	-4
15	O=C(NC1CC1)C1CCN(C2CCN(Cc3ccc(-c4ccccc4)cc3)CC2)CC1	-3	-4	-4
16	Oc1ccc(N2CCN(Cc3nc(-c4ccc(C(F)(F)F)cc4)no3)CC2)cc1	-3	-1	-3
17	CCNC(=O)NC(=O)CSc1nc(C(C)C)n(-c2ccccc2)n1	/	9	-7
18	O=C(CSc1nnc(CNC(=O)c2ccco2)n1-c1ccc(Br)cc1)Nc1ccccc1F	/	-7	-6
19	COc1ccccc1N1CCN(c2nc(Nc3cc(C)ccc3C)c3nccnc3n2)CC1	/	4	-5
20	CC(C)c1nccc(CN2CCC(c3[nH]ncc3Cc3ccccc3)CC2)n1	-16	1	-2
21	CC1=C(C(=O)NC2CCCC2)C2(CCCCC2)OC1=O	-4	6	-7
22	Cc1ccc(-c2ccc(C(=O)N3CCOCC3)o2)c(-n2cccn2)c1	-12	2	0
23	Cc1c(C(=O)N2CCCC(C(=O)N3CCCCC3)C2)cnn1-c1cccc(Cl)c1 (stereo unspecified)	/	2	-8
24	O=C(c1cccs1)N(Cc1c(-c2ccccc2)noc1N1CCCC1)C1CC1	-8	3	-13
25	COc1ccc(-n2c(=O)[nH]c3c(C(N)=O)nc(-c4ccccc4C)nc32)cc1OC	-7	18	-6
26	CCCNCc1cc(-c2cc(C)ccc2C)on1	/	22	-5
27	Cc1ccc(-c2nc3ccc(C)cn3c2NC2CCCCC2)cc1	-2	-4	1
28	O=C(Nc1nccs1)c1cccc(CN2CCCCC2c2cccnc2)c1 (stereo unspecified)	-13	/	-9
29	O=C(CSc1nc(=O)n(CCN2CCOCC2)c2c1CCC2)Nc1cccc2ccccc12	-9	1	-4
30	Cc1[nH]c2ccccc2c1C1=CN2CCS(=O)(=O)N=C2S1	/	1	-6
31	c1nc(N2CCC(OCCN3CCCCC3)C2)c2ccsc2n1 (stereo unspecified)	/	1	-5
32	COc1ccc(CC2(C(=O)O)CCN(Cc3cnc[nH]3)CC2)cc1	-2	-9	-1
33	COc1cc(NC(=O)Nn2cnnc2)cc(OC)c1OC	/	-15&2	-7&-8
34	Cc1ccc(Nc2nc(N3CCN(c4ccc(F)cc4)CC3)nc3nccnc23)cc1Cl	/	3	-3
35	CCN(Cc1noc(C)n1)C(=O)c1cnc(Nc2ccccc2)nc1	/	8	-4
36	CCc1ccc(-c2cnc(C3CC(=O)N(C(C)C)C3)[nH]2)cc1 (stereo unspecified)	/	19	6
37	Cc1csc(C(C#N)C=Nc2sc3c(c2C#N)CCC(C)C3)n1 (stereo unspecified)	-18	8	-10
38	COc1ccc(N2CCN(C(=O)C3CCCCC3C(=O)Nc3cccc(-c4ccnc(C)n4)c3)CC2)cc1 (stereo unspecified)	/	-7	-10
39	O=C(c1cc(CN2CCc3ccccc3C2)on1)N1CCCCC1CCO (stereo unspecified)	/	4	3
40	CCOC(=O)COc1ccccc1C1CC(c2ccc(Br)cc2)=NN1C(C)=O (stereo unspecified)	-3	-5	-5
41	COc1cccc(NC(=O)c2cc(C3CC3)n(C3CCS(=O)(=O)C3)n2)c1 (stereo unspecified)	-4	5	4
42	COc1cccc(COC(=O)c2nnn(-c3ccc(Cl)cc3)c2C)c1	-7	6	-5
43	CC1(C)CC(C#N)(N2CCOCC2)CCO1 (stereo unspecified)	-5	3	-4
44	Cc1cc(Cl)ccc1S(=O)(=O)N(C)c1cc(F)ccc1F	/	-6	-14
45	CCCCCCc1ccc(C(=O)Nc2ccc(N3CCCCC3)c(C(=O)NCCc3ccccc3)c2)cc1	0	/	-3
46	Nc1ccc(S(=O)(=O)Nc2cc([N+](=O)[O-])ccc2O)cc1	-2	0	2
47	Cc1nc(C2CCNCC2)cc(N2[C@@H]3CC[C@H]2CC(O)C3)n1 (stereo partly specified)	/	14	0
48	CCc1ccc(-c2nc(C(N)=O)c3[nH]c(=O)n(-c4ccc(C)c(C)c4)c3n2)cc1	-7	-5	-7
49	Cc1cccc(Oc2cnn(C)c(=O)c2Nc2ccc(C(=O)NCc3cccnc3)cc2)c1C	2	-9	0
50	CCOCCCNC(=O)c1cc(NC(=O)c2cc(C(F)(F)F)cc(C(F)(F)F)c2)ccc1N1CCc2ccccc2C1	-5	-4	-12

Compound profiles, as listed above:
`COc1cccc(NC(=O)c2cc(C3CC3)n(C3CCS(=O)(=O)C3)n2)c1` (stereo unspecified) reads mcGAS inh: -4; NPYLR7 agonist: 5; hcGAS lum: 4
`CC1(C)CC(C#N)(N2CCOCC2)CCO1` (stereo unspecified) reads mcGAS inh: -5; NPYLR7 agonist: 3; hcGAS lum: -4

Following part:
cpd	mol	mcGAS inh	NPYLR7 agonist	hcGAS lum
51	COc1ccc(-c2ccc(CN3CCCC3)cn2)c2ccc(C)nc12	-16	9	-5
52	CN(C)CCOC(c1ccccc1)c1ccccc1	-5&-4	-8&-10&2&1&1	-3&-8&0&1&-3
53	CCOc1c(Br)cc(F)cc1NC(=O)c1cc(C)oc1C	/	1	-8
54	C=C(C)COc1ccc2oc(C(C)(C)C)c(C(=O)O)c2c1	/	-2	0
55	CN(C)CCNC(=O)c1coc(CN(Cc2ccoc2)Cc2cccc(C(F)(F)F)c2)n1	-5	/	3
56	Cc1nccn1-c1cc(NCCNC(=O)Nc2cccc(C(F)(F)F)c2)ncn1	/	6	5
57	CCC1(c2ccccc2)NC(=S)N(C)N1 (stereo unspecified)	/	-15	3
58	CC=CCn1c(=O)c2c(nc3n2CC(C)=NN3CCN2CCOCC2)n(C)c1=O	/	4	7
59	CN(C)c1ccc(CNc2cncc(-n3cccn3)n2)cc1	-10	4	-5
60	O=C(Nc1cc(Cl)ccc1Cl)c1cccn(OCc2ccc(F)cc2)c1=O	-6	10	-4
61	O=c1c2ccccc2nc(SCc2cc(=O)n3ccccc3n2)n1-c1ccc2c(c1)OCO2	/	7	-8
62	CCn1cc(Cl)c(C(=O)N(CC2CCOC2)C2CCN(C)CC2)n1 (stereo unspecified)	0	/	2
63	C=CCNc1nc2c(c(=O)[nH]c(=O)n2C)n1CCO	-5	15	-8
64	CCSc1nnc2c(n1)OC(c1cc(OC)c(OC)c(OC)c1)Nc1ccccc1-2 (stereo unspecified)	-5	-8	-5
65	Cc1[nH]cnc1-c1nccn1Cc1cccc(-n2cccn2)c1	/	2	1
66	Cc1ncsc1C(=O)N1CCOC(Cc2cccc(C(F)(F)F)c2)C1 (stereo unspecified)	/	9	-9
67	COc1cccc(-c2nc(OC)nn2-c2cccc(NS(=O)(=O)c3ccc(C)cc3)c2)c1	-9	22	-6
68	COc1ccc(C(CNC(=O)C2CC(=O)N(Cc3ccccc3)C2)N2CCCC2)cc1 (stereo unspecified)	/	-4	0
69	CC(C)c1ccc(/C=N\NC(=O)CSc2nnc(-c3ccc(Cl)cc3)n2-c2ccccc2)cc1	-4	9	-5
70	CN1CCN(Cc2c(O)ccc3c2O/C(=C\c2cc4cc(Br)ccc4o2)C3=O)CC1	-5	62*	-3
71	CCn1c(CC2CCN(Cc3cc(C#CCO)cs3)CC2)n[nH]c1=O	-17	14	-9
72	CCc1nnc(CNc2ccc(C)c(C(F)(F)F)c2)n1C	/	4	-7
73	Cc1cc(C2CCC2)nc(NCCC2CCCCN2S(C)(=O)=O)n1 (stereo unspecified)	-5	/	-13
74	CC(C)SCC(=O)N1CCCC2(CCC(=O)N(CCc3cnc[nH]3)C2)C1 (stereo unspecified)	-4	/	-5
75	Cc1ccc(NC(=O)CNC(=O)c2ccccc2)cc1C	/	-1	-15
76	O=C(NCc1ccccc1)c1ccc(C(F)(F)F)cc1	/	1	-4
77	O=C(Nc1nccs1)c1ccc(Br)c(S(=O)(=O)N2CCCCC2)c1	-2	-4	2
78	CCc1nn2c(nnc3c(=O)n(-c4ccc(F)c(Cl)c4)ccc32)c1-c1ccccc1	/	3	-5
79	Cc1ccc(NC(=O)Cn2c(O)c(N=Nc3ccc([N+](=O)[O-])cc3[N+](=O)[O-])c3ccccc32)cc1	-9	-6	-10
80	O=C(Nc1cnc2n1CCCC2)c1ccc2sc3c(c2c1)CCNC3=O	/	-3	6
81	COCCC(=O)N1CCC(Oc2ccc(C(=O)NCc3ccon3)cc2)CC1	/	12	-5
82	Cc1nn(Cc2ccccc2Cl)c(C)c1C(=O)N1CCC(C)(C)C1	2	2	5
83	COc1ccc2o/c(=N/NC(=O)c3ccc([N+](=O)[O-])cc3)c(-c3nc4ccccc4[nH]3)cc2c1	/	-4	-5
84	Cc1cc(N2CCCC2)n2ncc(-c3ccccc3)c2n1	-8	0	-7
85	O=C(c1cccnc1)N1N=C(c2ccccc2)CC1(O)C(F)(F)F (stereo unspecified)	/	-2	-9
86	C[C@@H]1C[C@@H](CC(=O)N(C)Cc2ccc3ncccc3c2)NC(=S)N1	/	-1	7
87	COc1ccc(-n2ncc(C(C)NCc3cccc(SC)c3)c2C)cc1 (stereo unspecified)	/	3	-7
88	CC(=O)SC[C@@H](C)C(=O)N1CCCC1C(=O)Nc1n[nH]c(C)n1 (stereo partly specified)	-5	2	-5
89	OCC1(CCc2ccccc2)CCN(Cc2ccc3ccccc3n2)CC1	-4	1	-1
90	Cc1nc2c(SCC(=O)NC(C)C)nnc(-c3ccccc3)c2s1	-7	-1	-6
91	O=C(Nc1ccccc1)c1cc2n(n1)CCCN(Cc1ncc[nH]1)C2	-12	8	-7
92	Fc1ccc(C2CCN(C(=S)Nc3c(Cl)cccc3Cl)CC2)cc1	-4	-7	-5
93	O=C(Nc1cc(-c2onc3c2CCCC3)ccc1Cl)c1cccc(OC(F)(F)F)c1	-4	-4	-4
94	O=C(Cn1cnc([N+](=O)[O-])n1)N1CCCC1	/	0	-2
95	CCCc1cc(=O)[nH]c(-n2nc(C)cc2NC(=O)C2c3ccccc3Oc3ccccc32)n1	-7	7	-6
96	Cn1c(=O)c2c(nc3n2CC(=O)N3c2ccc3c(c2)CCC3)n(C)c1=O	/	-1	-10
97	COC(=O)c1oc2cc(C)ccc2c1C	/	-9	-4
98	COc1ncc(-c2nccn2CCc2cnn(-c3ccccc3)c2)cn1	/	13	-9
99	CC1(C)C2CC=C(CCOC(=O)NC(=O)c3ccc(Cl)cc3)C1C2 (stereo unspecified)	/	3	-7
100	COc1ccc(-n2nc(C(=O)NC(C)c3ccccc3)c(=O)n(Cc3ccccc3C)c2=O)cc1OC (stereo unspecified)	-2	-1	-2

4 consecutive records out of the list so far, quoted:
cpd	mol	mcGAS inh	NPYLR7 agonist	hcGAS lum
84	Cc1cc(N2CCCC2)n2ncc(-c3ccccc3)c2n1	-8	0	-7
85	O=C(c1cccnc1)N1N=C(c2ccccc2)CC1(O)C(F)(F)F (stereo unspecified)	/	-2	-9
86	C[C@@H]1C[C@@H](CC(=O)N(C)Cc2ccc3ncccc3c2)NC(=S)N1	/	-1	7
87	COc1ccc(-n2ncc(C(C)NCc3cccc(SC)c3)c2C)cc1 (stereo unspecified)	/	3	-7

Next entries:
cpd	mol	mcGAS inh	NPYLR7 agonist	hcGAS lum
101	CC(OCc1ccccc1)C(=O)N1CCN(CCO)CC1 (stereo unspecified)	/	11	-16
102	O=C(Cn1nc(-c2cccs2)c2sc(N3CCCCC3)nc2c1=O)N1CCCc2ccccc21	-11	-1	-7
103	Cc1noc(-c2cccs2)c1C(=O)N1CCC(Cc2ccc3c(c2)OCO3)CC1	-1	-1	0
104	Cc1cc(N2CCOCC2)nc(SCc2cccc(C(=O)NCCc3ccccn3)c2)n1	-5	4	-4
